CCT chaperon mod: changes cytosolic chaperonin activity. purified chaperonin ATPase assay, HTRF ADP detection, 30 min. activity change, % (no concentration beside the values), hits read low. hit rate 0.3% among 360,000; in the data active = activity change below about -30%; also: % is scaled to controls: 0 for no effect and ±100 for the full control effect
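We incubate TRiC, 40 or 20 nM final, with library compounds at 76 uM and 10 uM ATP for 30 min at 37 °C. ADP formed is detected with Transcreener HTRF reagents after 30 min at room temperature.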
Mm-Cpn inhibitor: inhibitors of Methanococcus maripaludis chaperonin (MmCpn); purified Mm-Cpn ATPase, ADP Transcreener TR-FRET; Potency, µM (highest dose often 76.9 µM), for the others: at the highest dose activity, negative = inhibition, usual class: inhibitors; hit rate 0.031% among 330,000; also: potency is read from the fitted curve at half-maximal effect; % is scaled to controls: 0 for no effect and ±100 for the full control effect; nearly all actives have a fitted effect of over 80% in size
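Inhibition of chaperonin ATP hydrolysis is measured as reduced ADP production, detected by competitive TR-FRET in which signal falls with ADP. Final enzyme 25 nM and ATP 10 uM, reacted 30 min at 37°C.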
Nrf2 block: blocks Nrf2 signaling | A549 ARE-Fluc reporter, luciferase luminescence, 18-24 h | Potency, µM (doses to about 46 µM), for inactives: at the highest dose activity change, negative = inhibition, most hits filed as inhibitors | hit rate 2.1% among 360,000; also: potency is read from the fitted curve at half-maximal effect; % is scaled to controls: 0 for no effect and ±100 for the full control effect; nearly all actives have a fitted effect of over 60% in size
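In this cell-based qHTS, ARE-driven firefly luciferase in A549 cells reports Nrf2 activity; the luminescent signal after BugLite lysis is the measured value, with a prior CellTiter-Fluor read for cell health.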
EPAC2 antag: antagonists of human EPAC2 | Potency, µM (titrated, usually from 114 µM), inactives show top-dose activity, negative = inhibition, usual class: inhibitors | AID 720708 | hit rate 0.18% among 360,000 | EPAC2 GEF exchange of Rap1B-BODIPY-GDP, fluorescence | Q8WZA2; also: potency is read from the fitted curve at half-maximal effect; % is scaled to controls: 0 for no effect and ±100 for the full control effect; nearly all actives have a fitted effect of over 45% in size; many of its hits are not listed in these tables
Target sequence (Q8WZA2 whole entry, looked up): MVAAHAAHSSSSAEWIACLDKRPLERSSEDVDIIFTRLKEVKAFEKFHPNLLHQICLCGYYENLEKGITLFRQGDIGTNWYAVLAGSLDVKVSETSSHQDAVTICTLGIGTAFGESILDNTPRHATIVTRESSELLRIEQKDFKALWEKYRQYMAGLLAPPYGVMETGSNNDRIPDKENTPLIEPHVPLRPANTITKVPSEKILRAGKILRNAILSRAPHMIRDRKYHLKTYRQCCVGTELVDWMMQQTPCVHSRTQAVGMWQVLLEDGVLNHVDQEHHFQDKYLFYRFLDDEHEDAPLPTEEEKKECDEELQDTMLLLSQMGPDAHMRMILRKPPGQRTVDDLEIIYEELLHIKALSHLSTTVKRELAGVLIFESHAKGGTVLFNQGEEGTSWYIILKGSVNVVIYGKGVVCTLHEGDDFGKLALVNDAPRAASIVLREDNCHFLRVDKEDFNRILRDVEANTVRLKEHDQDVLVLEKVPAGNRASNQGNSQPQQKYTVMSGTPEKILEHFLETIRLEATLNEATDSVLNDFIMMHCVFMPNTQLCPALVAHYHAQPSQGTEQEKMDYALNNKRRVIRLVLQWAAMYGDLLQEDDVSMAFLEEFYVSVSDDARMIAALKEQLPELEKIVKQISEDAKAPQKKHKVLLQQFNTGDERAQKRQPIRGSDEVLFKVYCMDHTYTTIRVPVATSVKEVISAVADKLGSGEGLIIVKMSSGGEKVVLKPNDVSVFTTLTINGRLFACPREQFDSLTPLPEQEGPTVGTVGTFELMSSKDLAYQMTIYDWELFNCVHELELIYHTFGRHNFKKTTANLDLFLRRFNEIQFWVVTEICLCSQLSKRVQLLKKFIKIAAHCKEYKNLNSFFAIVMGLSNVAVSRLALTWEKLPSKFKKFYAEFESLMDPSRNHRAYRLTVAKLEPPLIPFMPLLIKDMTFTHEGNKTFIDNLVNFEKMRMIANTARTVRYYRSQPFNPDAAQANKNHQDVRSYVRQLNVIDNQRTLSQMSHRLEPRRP
Nrf2 ARE act: activators of Nrf2 (ARE) signaling; AREc32 ARE-luciferase reporter (MCF7-derived line), luminescence, 24 h; Potency, µM (doses to about 46.1 µM), for the others: at the top dose activation, hits mostly activators; hit rate 0.31% among 410,000; AID 624171; also: potency is read from the fitted curve at half-maximal effect; % of control where 0% means no effect; nearly all actives have a fitted effect of over 65% in size
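Each well held 1000 AREc32 cells, which were incubated with compound for 24 hr at 37 deg C after overnight attachment, and ARE reporter activity was quantified by firefly luciferase luminescence.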
A549 viability: counter-screen for Nrf2 inhibitors: cytotoxicity in A549 cells. Potency, µM (top dose mostly 46 µM), for the others: top-dose activity change, negative = cytotoxicity, actives largely listed as inhibitors. hit rate 0.16% among 390,000. A549 ARE-Fluc cells, CellTiter-Fluor viability, 18-24 h. AID 504648; also: potency is read from the fitted curve at half-maximal effect; % is scaled to controls: 0 for no effect and ±100 for the full control effect
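Cytotoxicity counterscreen: CellTiter-Fluor fluorescence was measured in A549 ARE_Fluc cells after 18-24 h of compound exposure in a concentration series. The subsequent BugLite luminescent read reports ARE-luciferase activity.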
TGFb inhibitor: blocks TGF-b signaling. HepG2 CAGA-GFP TGF-b/SMAD3 reporter, GFP fluorescence, 18 h; TGF-beta stimulated, 500 pg/mL final. Potency, µM (titrated, usually from 46.1 µM), without a hit: at the highest dose activity, negative = inhibition, most hits filed as inhibitors. hit rate 1.2% among 410,000. AID 588855; also: potency is read from the fitted curve at half-maximal effect; % is scaled to controls: 0 for no effect and ±100 for the full control effect; nearly all actives have a fitted effect of over 65% in size
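Inhibition of TGF-beta-driven CAGA-GFP reporter expression in HEPG2 cells is measured by cellular GFP fluorescence after 18 h stimulation with 500 pg/mL recombinant TGF-beta in 1% FBS medium at 37 degrees C.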
EPAC2 agonist: activates human EPAC2 exchange factor. Q8WZA2. EPAC2 activation, biochemical qHTS; response scale: 100% = 6.5 mM cAMP response. Potency, µM (series often up to 154 µM), for inactives: at the top dose activation, usual class: activators. hit rate 0.079% among 360,000. AID 720711; also: potency is read from the fitted curve at half-maximal effect; nearly all actives have a fitted effect of over 50% in size
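Readout is BODIPY fluorescence (480 nm excitation, 540 nm emission), which falls as labeled GDP is exchanged off Rap1B. EPAC2 at 100 nM acted on 250 nM RAP1B-BODIPY-GDP with 50 uM GDP present.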
Akt phos inh: inhibitors of Akt phosphorylation; hit rate 0.32% among 360,000; activity change, % for hits at 50 µM; AID 651550; Neuro2A IGF-stimulated pAkt S473 HTRF, 20 min; stronger effect = lower value; in the data active = activity change below about -80%; inconclusive = mostly about -51% to -80%; also: % is scaled to controls: 0 for no effect and ±100 for the full control effect
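Neuro2A cells in DMEM with 0.5% FBS, overnight at 37 deg C, given compound at single 50 µM final, then IGF (6 nM final) for 20 min at 37 deg C. Lysed; phospho-Akt Ser473 by HTRF after 24 h, 665/615 ratio.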
Active calls of the source: *; i = inactive; ? = inconclusive; . = not tested or not shown. Unless noted, calls follow the shape of the dose curve; as a rule, active = well fitted curve in the direction sought with a large enough effect; inconclusive = small, poorly fitted or top-dose-only effect, or another doubt; inactive = no such curve, though single readings can be large; an effect the other way counts as inactive or inconclusive. A portion of the library (hit frequency here may not be typical).

SMILES | CCT chaperon mod | Mm-Cpn inhibitor | Nrf2 block | EPAC2 antag | Nrf2 ARE act | A549 viability | TGFb inhibitor | EPAC2 agonist | Akt phos inh
COc1cccc(/C=C/c2nc(C#N)c(N3CCC(C(N)=O)CC3)o2)c1 | . | . | -3.7% | . | 6.2% | 23.3% | -7.7% | . | .
Cc1csc2ncc(C(=O)Nc3ccc4c(c3)OCCO4)c(=O)n12 | -4.3 | -1.7% | ? | -3.3% | 5.2% | -1.4% | -6.6% | 4.7% | i
CCc1ccc(NC(=O)N(CCOC)C2CCN(C(C)=O)CC2)cc1 | -2.0 | 0.4% | 0.7% | 1.7% | 0.5% | 7.6% | -7.1% | 13.7% | i
COc1ccc(NC(=O)CSc2nnc(CNC(=O)c3ccco3)n2-c2ccccc2OC)cc1 | -2.5 | -9.4% | 8.2% | 13.7% | 0.1% | 3.7% | -4.2% | 4.6% | i
Cc1ccc(NC(=O)CN2CCN(Cc3ccccc3)CC2)cc1Cl | 2.4 | . | -6.9% | 8.3% | 0.0% | -4.2% | -4.7% | 5.9% | i
Brc1ccc(CSc2nccn2-c2ccccc2)cc1 | -3.7 | 1.2% | -23.2% | ? | -0.4% | 17.9% | -4.1% | 26.7% | i
Cc1ccc(CNC(=O)C(OC(=O)c2cccs2)C(C)C)cc1 (stereo not drawn) | -1.3 | -4.6% | 0.2% | -6.7% | -0.2% | 0.0% | -1.4% | 15.9% | i
COC1=C(N)C(=O)c2nc(C)ccc2C1=O | 0.7 | . | ? | -25.7% | 3.2% | -21.7% | -23.9% | 13.2% | i
CCCc1c(O)nc(SC2CC(=O)N(c3ccc(C)c(Cl)c3)C2=O)[nH]c1=O (stereo not drawn) | -1.4 | . | ? | -11.3% | -1.0% | -2.2% | -4.9% | 2.6% | i
O=C(CN1CCCC(O)C1)N1c2ccccc2Sc2ccc(C(F)(F)F)cc21 (stereo not drawn) | 0.7 | 0.1% | . | 3.8% | -0.5% | -0.6% | -38.8% | -0.9% | i
CCOC(=O)C1=C(c2ccccc2)N=c2s/c(=C\c3ccc(O)cc3)c(=O)n2C1c1cccs1 (stereo not drawn) | 1.5 | -2.9% | 16.4µM* | 15.9% | -1.5% | ? | ? | 23.7% | .
CCC(C)(C(=O)NC1CCCC1)N(C(C)=O)c1ccc(C)cc1 (stereo not drawn) | -1.5 | -0.8% | -7.7% | 1.5% | -0.5% | 2.1% | -11.4% | 5.2% | i
Cc1ccnc(NC(=O)Nc2cccc(F)c2)c1 | 0.3 | 0.9% | ? | -25.2% | 18.2% | -2.7% | 0.0% | -4.4% | .
O=C(O)C1(c2ccccc2)CCN(S(=O)(=O)c2ccc(Cl)s2)CC1 | -1.9 | -4.6% | 0.3% | 3.5% | -0.5% | -2.4% | 1.3% | 14.3% | i
CCN(CC)c1ccc(NC(=O)COc2ccc(-n3cnnn3)cc2)cc1 | -0.2 | 1.0% | -13.4% | -7.0% | 1.7% | -13.2% | 9.4% | 6.2% | i
CCOC(=O)N1CCC2(CC1)C(C#N)=C(N)OC1=C2C(=O)CC(C)(C)C1 | -0.7 | -2.7% | 0.0% | -3.9% | -0.5% | -2.0% | ? | 1.1% | i
O=S(=O)(NCCCN1CCOCC1)c1ccc(Cl)cc1 | -1.0 | -2.3% | 0.3% | 1.0% | -0.2% | 1.2% | 19.0% | 4.4% | i
CCOC(=O)C1=C(CS(=O)(=O)c2ccccc2)NC(=O)NC1c1ccccc1OCC (stereo not drawn) | -1.4 | -1.1% | 6.1% | -1.1% | -1.2% | -0.1% | 4.4% | 12.5% | i
Nc1c(C(=O)NCc2ccco2)nnn1Cc1ccccc1 | -2.2 | . | ? | -2.8% | 1.6% | 23.9% | -4.8% | 1.9% | i
CN(C)C(=O)c1ccc(=O)n(Cc2ccc(Cl)cc2Cl)c1 | -4.9 | -0.3% | 7.3% | 2.4% | -0.7% | 5.8% | 16.4% | 12.4% | i
O=C(CCc1ccc(S(=O)(=O)NCc2ccccc2)cc1)NCc1ccco1 | 2.2 | 3.8% | 0.5% | 2.8% | 2.4% | -6.2% | 12.1% | 3.8% | i
FC(F)(F)c1cccc(NC(=S)N2CCCCCC2)c1 | 0.1 | 1.1% | ? | -6.3% | 0.7% | -1.0% | -3.7% | 5.0% | i
CCNC(=O)Cc1ccc(NC(=O)N2CCCCc3ccccc32)cc1 | . | . | 1.3% | . | -0.3% | 0.7% | ? | . | .
O=C(Nc1cccc(-n2cccn2)c1)C1CCCN(Cc2cccc(F)c2F)C1 (stereo not drawn) | -1.3 | -3.4% | ? | -1.2% | 5.5% | -8.3% | -0.3% | 7.4% | i
CCc1ccc(S(=O)(=O)c2nnn3c2nc(NC2CCCCCC2)c2sccc23)cc1 | . | . | 14.9% | . | -0.6% | 0.8% | 21.4% | . | .

An excerpt from above in order of count of non-hydrogen atoms, rising.
SMILES | CCT chaperon mod | Mm-Cpn inhibitor | Nrf2 block | EPAC2 antag | Nrf2 ARE act | A549 viability | TGFb inhibitor | EPAC2 agonist | Akt phos inh
Cc1ccnc(NC(=O)Nc2cccc(F)c2)c1 | 0.3 | 0.9% | ? | -25.2% | 18.2% | -2.7% | 0.0% | -4.4% | .
CN(C)C(=O)c1ccc(=O)n(Cc2ccc(Cl)cc2Cl)c1 | -4.9 | -0.3% | 7.3% | 2.4% | -0.7% | 5.8% | 16.4% | 12.4% | i
Nc1c(C(=O)NCc2ccco2)nnn1Cc1ccccc1 | -2.2 | . | ? | -2.8% | 1.6% | 23.9% | -4.8% | 1.9% | i
CCC(C)(C(=O)NC1CCCC1)N(C(C)=O)c1ccc(C)cc1 (stereo not drawn) | -1.5 | -0.8% | -7.7% | 1.5% | -0.5% | 2.1% | -11.4% | 5.2% | i
Cc1ccc(NC(=O)CN2CCN(Cc3ccccc3)CC2)cc1Cl | 2.4 | . | -6.9% | 8.3% | 0.0% | -4.2% | -4.7% | 5.9% | i
CCNC(=O)Cc1ccc(NC(=O)N2CCCCc3ccccc32)cc1 | . | . | 1.3% | . | -0.3% | 0.7% | ? | . | .
O=C(Nc1cccc(-n2cccn2)c1)C1CCCN(Cc2cccc(F)c2F)C1 (stereo not drawn) | -1.3 | -3.4% | ? | -1.2% | 5.5% | -8.3% | -0.3% | 7.4% | i
CCc1ccc(S(=O)(=O)c2nnn3c2nc(NC2CCCCCC2)c2sccc23)cc1 | . | . | 14.9% | . | -0.6% | 0.8% | 21.4% | . | .

More results follow.
SMILES | CCT chaperon mod | Mm-Cpn inhibitor | Nrf2 block | EPAC2 antag | Nrf2 ARE act | A549 viability | TGFb inhibitor | EPAC2 agonist | Akt phos inh
COc1ccc(CN=C(NS(=O)(=O)c2cccs2)SC)cc1 | -2.7 | -2.0% | -7.2% | 4.6% | -1.1% | -3.6% | 3.2% | 0.8% | i
Cc1ccc(-c2nc(C3CCCN(S(=O)(=O)c4ccc(C)cc4)C3)no2)cc1 (stereo not drawn) | -1.4 | 1.2% | ? | -4.6% | 0.2% | 0.7% | ? | 4.5% | i
O=C(Cc1ccccc1[N+](=O)[O-])NCc1ccc(Cl)cc1 | 1.2 | 1.0% | ? | 0.4% | 3.5% | -0.4% | 6.4% | -6.6% | i
Cc1ccccc1N1CCN(Cc2c[nH]c3ccccc23)CC1 | 2.9 | 2.0% | 20.1% | 1.6% | 19.7% | -8.5% | ? | 12.8% | .
CN1CCN(c2ccc(NC(=O)c3ccc(C(F)(F)F)cc3)cn2)CC1 | 1.1 | 0.8% | ? | 24.5% | 2.9% | 1.2% | -1.2% | 8.7% | i
CC(=O)Nc1ccc(S(=O)(=O)N[C@@H](C)C(=O)NC2CCCc3ccccc32)cc1 (stereo partly drawn) | -1.6 | 0.2% | 7.6% | 1.3% | -0.4% | -6.7% | -0.4% | 9.3% | i
Cc1cc2nc(-c3ccc(Cl)cc3)c(CC3CCCCC3)n2c(C)c1Br | -2.4 | . | . | 6.9% | 15.9% | . | . | 0.1% | i
CCOC(=O)C(=O)c1c(-c2ccccc2)nc2ccccn12 | 3.3 | 3.7% | 19.7% | 14.3% | 0.6% | 4.0% | -0.4% | -1.1% | i
C1CCc2nnc(C3CC3)n2CC1 | -1.6 | -0.8% | 5.8% | 1.4% | -0.6% | 2.8% | 20.7% | 14.4% | i
C/C(=N\NC(=O)COc1ccccc1)c1ccc(O)cc1 | 1.1 | 1.1% | ? | 13.1% | 2.8% | 3.2% | 6.2% | 1.5% | i
CCn1cc(CN2CCC(n3nccc3NC(=O)c3ccc(OC)cc3)CC2)cn1 | -0.3 | 0.0% | -3.0% | 0.4% | -0.4% | 1.0% | 23.4% | 1.1% | i
O=S(=O)(Nc1ccc2c3c(cccc13)CC2)c1ccccc1 | -12.7 | . | . | -14.8% | 2.7% | . | ? | 17.7% | i
CCC(=O)N/N=C(\C)CC(=O)Nc1cccc([N+](=O)[O-])c1 | -2.6 | 0.6% | 13.0% | 13.0% | 0.3% | 0.8% | 5.3% | -1.0% | i
COc1ccc(OC)c(S(=O)(=O)N2CCCCC2C(=O)N2CCN(c3ccccn3)CC2)c1 (stereo not drawn) | 1.3 | -3.6% | 0.4% | 4.4% | -0.4% | -5.2% | 1.6% | -15.3% | i
CC(C)NC(=O)CN1C(=O)c2ccccc2S1(=O)=O | -1.5 | 0.2% | 4.2% | -0.7% | 2.0% | -0.6% | -0.6% | 8.3% | i
Cc1cccc(C(=O)OC(C)C(=O)NC2CCCc3ccccc32)c1O (stereo not drawn) | -1.1 | -5.9% | -2.9% | 0.6% | 0.0% | 9.4% | -8.6% | 8.3% | i

Screening data deposited in PubChem by National Center for Advancing Translational Sciences (NCATS).
